mcGAS inh: cyclic GMP-AMP synthase inhibitors, mouse, primary biochemical chemiluminescence; recombinant cGAS, Kinase-Glo ATP depletion luminescence; inhibition, % at 12.5 µM; 160,000 compounds, 0.15% hits;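 note: 0% = negative control wells and 100% = reference inhibitor with no enzyme activity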
hcGAS lum: Primary biochemical luminescence assay for human cyclic GMP-AMP synthase inhibitors; Q8N884; recombinant h-cGAS, ATP depletion, Kinase-Glo luminescence; inhibition, % at 12.5 µM; 290,000 compounds, 0.081% hits; AID 1259398, 2018;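 note: 0% = vehicle reaction and 100% = reaction without DNA for no activity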
Target sequence (Q8N884 whole entry, looked up): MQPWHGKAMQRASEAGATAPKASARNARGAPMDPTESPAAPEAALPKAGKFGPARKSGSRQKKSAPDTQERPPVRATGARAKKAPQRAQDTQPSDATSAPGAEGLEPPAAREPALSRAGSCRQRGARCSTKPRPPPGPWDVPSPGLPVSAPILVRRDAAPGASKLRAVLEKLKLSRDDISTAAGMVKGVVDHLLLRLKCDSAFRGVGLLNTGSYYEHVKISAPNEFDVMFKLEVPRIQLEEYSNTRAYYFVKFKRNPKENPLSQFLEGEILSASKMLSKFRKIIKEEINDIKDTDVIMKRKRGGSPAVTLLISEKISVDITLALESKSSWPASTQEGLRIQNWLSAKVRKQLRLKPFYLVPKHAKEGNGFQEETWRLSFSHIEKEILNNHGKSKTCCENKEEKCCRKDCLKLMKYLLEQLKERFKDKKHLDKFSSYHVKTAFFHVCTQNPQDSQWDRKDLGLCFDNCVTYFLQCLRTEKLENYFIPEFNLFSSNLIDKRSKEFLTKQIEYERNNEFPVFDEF
NPYLR7 ag: agonists of mosquito NPYLR7 receptor, primary screen, cell-based, Aedes aegypti, calcium fluorescence, mosquito biting behavior; Aedes aegypti neuropeptide Y-like receptor 7 (NPYLR7); HEK293T NPYLR7/Galpha15, GCaMP6s calcium fluorescence; activation, % at 10 µM; 270,000 compounds, 0.15% hits; AID 1259423, 2018; in the data active = activation above about 40%;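 note: 0% = vehicle and 100% = reference agonist at the receptor; some compounds past the cut are filed as inactive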
An asterisk follows results filed as active; nt = no result given. Cut-off read from the data, not from the text of the source, unless noted: active = inhibition above about 40%; inactive = the rest. No enrichment for hits (roughly 0.27% active in at least one column).

Start of the listing, in advance:
canonical_smiles,mcGAS inh,hcGAS lum,NPYLR7 ag
CC(=O)Nc1ccc(Cl)c(C(=O)N(C)Cc2ccc3nsnc3c2)c1,-1,-4,-11
COc1ccc2nc(Cl)c3nnnn3c2c1,nt,-12,13
CN(Cc1cnn(C)c1)C(=O)CN(C)S(=O)(=O)c1ccccc1C#N,nt,-6,10
CCCNC(=O)N1CCN(C(=O)N2C[C@H]3C[C@H](C2)[C@H]2CCCC(=O)N2C3)CC1,-4,-3,nt

This part in full, previewed entries included:
canonical_smiles,mcGAS inh,hcGAS lum,NPYLR7 ag
CC(=O)Nc1ccc(Cl)c(C(=O)N(C)Cc2ccc3nsnc3c2)c1,-1,-4,-11
COc1ccc2nc(Cl)c3nnnn3c2c1,nt,-12,13
CN(Cc1cnn(C)c1)C(=O)CN(C)S(=O)(=O)c1ccccc1C#N,nt,-6,10
CCCNC(=O)N1CCN(C(=O)N2C[C@H]3C[C@H](C2)[C@H]2CCCC(=O)N2C3)CC1,-4,-3,nt
COc1ccc(-n2ncc(C(=O)O)c2C(C)C)cc1,-5,-3,-6
Cn1c2ccccc2c2nnc(NCC3CCCO3)nc21 (configuration not stated),nt,-1,2
COc1cccc(-c2nnc3ccc(OCCNC(=O)Nc4cc(C)ccc4OC)nn23)c1,-8,-7,-3
CSc1ccc(CNC(=O)C2(C)CCN2C(C)C)cc1 (configuration not stated),-1,-1,-7
Cc1cc(OCc2nn[nH]n2)c2c(C)cc(=O)oc2c1,nt,-5,-1
Cc1ncc(CN2CCC(n3nccc3NC(=O)c3ccc4c(c3)OCO4)CC2)s1,nt,-2,6
CN(Cc1cc(-c2ccccn2)no1)C(=O)CCc1cn2ccccc2n1,4,0,-3
O=c1c(S(=O)(=O)c2ccc(Cl)cc2)c[nH]c2ccccc12,-4,-9,8
N#CCCCN1CCN(C(=O)c2ccc(-c3n[nH]c4c3COc3ccccc3-4)cc2)CC1,-7,-6,-2
COCCCn1c(=S)[nH]c2sc3c(c2c1=O)CCC3,nt,-4,0
CCc1nc(C)c(C(=O)NC(C)C(=O)Nc2ccc(F)cc2C)o1 (configuration not stated),nt,-5,-1
COc1ccc(NC(=O)CSc2ncnc3sc(C)cc23)cc1,nt,-3,-1
Cn1cc(C(=O)O)c2[nH]c(=O)n(-c3ccc(F)cc3)c(=O)c21,nt,-9,-3
CC(=O)c1ccc(C(=O)N(CCN(C)C)c2nc3cc(C)cc(C)c3s2)cc1,-7,-6,-5
N=c1c2c(-c3ccccc3)c(-c3ccccc3)oc2ncn1CCN1CCOCC1,nt,2,-12
CN1CCN(C(=O)c2coc(CN(Cc3cccc(C(F)(F)F)c3)Cc3ccc(Cl)cc3Cl)n2)CC1,-3,2,6
Cc1c(Cl)cc(C(=O)N2CCCC(N(C)CCN(C)C)C2)cc1Cl (configuration not stated),-15,-9,2
Cc1cc(Cl)ccc1NS(=O)(=O)c1ccc2c(c1)NC(=O)CC(=O)N2,nt,-6,6
Cn1c(=NC(=O)CCS(=O)(=O)c2ccc(Cl)cc2)sc2ccccc21,-5,1,3
Cc1ccccc1-c1nc(SCC(=O)N2CCCc3ccccc32)c2c(=O)n(C)c(=O)n(C)c2n1,-9,-7,-8
CC(c1ccc(-n2cncn2)cc1)N(C)Cc1cc(F)cc2cccnc12 (configuration not stated),nt,1,0
CC(=O)Nc1ccc(C(=O)N2CCN(Cc3ccc(-c4noc(C5CCCC5)n4)cc3)CC2)cc1,-7,-11,nt
CC(C)C(C)N(Cc1cc(NC(=O)C2CCC2)ccc1N(C)C)C(=O)c1ccccc1Cl (configuration not stated),-4,-5,8
COc1cccc(CC2(CO)CCCN(Cc3ccc4c(c3)OCCO4)C2)c1 (configuration not stated),nt,-9,4
c1cncc(COC2CCCN(c3nccc(C4CCCC4)n3)C2)c1 (configuration not stated),nt,-5,-6
O=C(Nc1ccc2c(c1)CN(Cc1ccc3c(c1)OCCO3)CC2)C1CCCO1 (configuration not stated),nt,1,6
CC(C)CCn1c(SC(C)C)nc2c1c(=O)[nH]c(=O)n2C,nt,-3,-4
COc1ccc(-c2cc(C3CC3)nc(SCC(=O)c3cccs3)c2C#N)cc1,-5,-10,-6
COc1ccc2cc(C(=O)C3CCCN(C(=O)CCC(=O)c4ccc(F)cc4)C3)ccc2c1 (configuration not stated),nt,0,0
COCC(=O)N(Cc1ccco1)Cc1cc(NC(=O)C2CCCC2)ccc1N(C)C,1,2,1
CC(Cc1cn(Cc2ccoc2)nn1)c1ccccc1 (configuration not stated),nt,-5,0
CN1CCC(CN2CCC(CNC(=O)C3CCCCC3)C2)CC1 (configuration not stated),nt,-8,31
COc1ccccc1CCN1CCC(CN(C)C(=O)CN2CCCC2=O)CC1,-9,-5,17
O=C(O)c1cc(Br)ccc1NS(=O)(=O)c1ccccc1,nt,-4,-1
COc1cc(S(=O)(=O)n2cccn2)c(OC)cc1Br,-5,-7,-1
CSc1nn(CC(=O)Nc2ccc(C)c(Cl)c2)c(N)c1-c1nc(-c2ccc3c(c2)OCO3)no1,-9,-8,13
CN(C)Cc1c(O)ccc2c1CCCC2,1,4,7
COC(=O)c1ccc(Nc2nnc(-c3ccc(C)c(S(=O)(=O)NCCO)c3)c3ccccc23)cc1,nt,-4,-18
COCC(=O)N1CCCN(Cc2ccc(C(=O)Nc3cnn(C)c3)cc2)CC1,-14,-2,-2
CCn1nnc2c(=O)oc3ccccc3c21,nt,-10,18
O=C(Cc1csc(-c2cccc(F)c2)n1)N1CC[C@@H](O)C1,-5,-7,11
COc1ccc(S(=O)(=O)N2CCN(c3cccc(C)c3C)CC2)cc1OC,-7,-5,-2
COc1cc2c(cc1OC)CN(C(=S)NCCCN1CCOCC1)CC2,nt,-10,10
CCOCCn1c(=O)c2c(nc3n2CCCN3c2ccc(Cl)cc2)n(C)c1=O,-9,-10,nt
c1cncc(NCCNC2CCSC2)c1 (configuration not stated),-2,2,nt
CCCCC1CCC(C(=O)Nc2nonc2C)CC1 (configuration not stated),-7,-9,nt
COC(=O)CCc1c(C)nn(-c2ccc(C(=O)NC3CCC(C(C)(C)C)CC3)cc2)c1C (configuration not stated),-5,-3,0
Cc1ccc(S(=O)(=O)CCC(=O)OCc2ccc(S(=O)(=O)C(C)C)cc2)cc1,nt,-11,4
CCC(C)NCc1ccccc1C (configuration not stated),nt,-4,1
N#Cc1ccccc1-c1ccc(Cn2cc(C(F)(F)F)cc(Cl)c2=O)cc1,-13,-9,14
CCOC(=O)c1cc(-c2ccc(N3CCN(C(=O)c4cccnc4SC)CC3)cc2)n(-c2ccccc2C)n1,-8,-7,3
CC(c1ccncn1)N(C)Cc1cn(C)nc1-c1ccc(C2CCCCC2)cc1 (configuration not stated),-9,-6,13

Other structures follow.
canonical_smiles,mcGAS inh,hcGAS lum,NPYLR7 ag
CCOC(=O)c1cc(-c2ccc(N3CCN(C(=O)c4cccnc4SC)CC3)cc2)n(-c2ccc(F)cc2)n1,-5,0,26
C=CCOCC(O)CN(CC=C)Cc1nc2scc(-c3ccccc3C)c2c(=O)[nH]1 (configuration not stated),-3,-6,-3
Cc1cc(C(=O)N2CCN(c3ncccc3NC(=O)c3ccc4c(c3)OCO4)CC2)no1,-6,-6,35
CCOC(=O)c1nn(-c2ccc(C)cc2)c(=O)cc1OCC(=O)Nc1cc(C)ccc1C,nt,-5,12
CC(C)CCCC(C)N (configuration not stated),nt,-6,-3
O=c1/c(=C\c2ccc(F)cc2)sc2nc(-c3ccccc3)nn12,-4,-5,-11
CC(=O)c1ccc(S(=O)(=O)N(C2CCCC2)C2CC2)cc1,nt,-3,-4
OCC1CCN(Cc2ccc3n2CCCN=C3C2CCC2)CC1,nt,-7,16
CCn1c(=NC(=O)CCS(=O)(=O)c2ccc(F)cc2)sc2cc(OC)ccc21,-8,-9,2
COc1ccc(CNC(=O)c2sc(=O)n(Cc3ccc(-c4ccccc4)cc3)c2C)cc1,nt,-7,11
COc1ccc(OC2CCN(C(C)=O)CC2)c(C(=O)NCCc2cscn2)c1,nt,-7,0
O=C(O)c1ccccc1OS(=O)(=O)c1ccc(Cl)s1,-6,-4,14
CN(C)CCN(Cc1cccnc1)C(=O)/C=C/c1nccs1,nt,-5,-1
COCCN1C(=O)COCc2cc(-c3cccnc3)ccc21,nt,-7,5
CCC(=O)Nc1nn(CC)c2nc3ccc(C)cc3cc12,nt,-7,-2
Cc1nc2c(=O)n(CC(N)=O)nc(-c3cccs3)c2s1,-7,-3,4
CCOC(=O)c1cc(-c2cccc(NC(=O)c3cc(OC)cc(OC)c3)c2)n(-c2ccccn2)n1,-5,-2,10
COc1ccc2nc(-c3cccc(NC(=O)Nc4ccc(OC)c(OC)c4)c3)cn2n1,-7,-8,-1
O=C(C=Cc1cccs1)NCc1ccc2c(c1)OCO2,-5,-7,17
NC(=O)[C@H](Cc1c[nH]c2ccccc12)NC(=O)C1CC=CCC1C(=O)N1CCc2c([nH]c3ccccc23)C1 (some centres not stated),-3,-9,-7
COc1ccccc1C(=O)NC1(C(F)(F)F)NC(=O)N(CCc2ccccc2)C1=O (configuration not stated),-5,0,-12
OCc1ccc(-c2nccn2Cc2cccc(-n3cccn3)c2)o1,-16,-6,4
O=C(Nc1ccccc1N1CCOCC1)c1cc(Cl)c2c(c1)OCO2,-8,-14,7
COc1cc(OC)cc(C(=O)N2CCN(c3nccc(-c4ccc(N5CCOCC5)cc4)n3)CC2)c1,1,2,10
Cc1cc(C)n(CC(=O)N2CCC(CCC(=O)NCC3CCCO3)CC2)n1 (configuration not stated),nt,-2,12
Cc1noc(C)c1C(=O)NC1CCCCC1Cc1ccco1 (configuration not stated),nt,-3,-22
O=C1CCC(C2CCC(=O)CC2)CC1,-4,1,4
CC1=[N+]([O-])C(C)(C)C(c2ccc(C)o2)=[N+]1[O-],nt,-4,1
COc1ccc(N2C(=O)CSC2c2cccc(NC(=O)c3ccc4c(c3)OCO4)c2)cc1 (configuration not stated),-6,-7,7
Cc1ccc(NC(=O)c2ccc(Cl)c(S(N)(=O)=O)c2)cc1,nt,1,-2
CCc1nc2n(n1)C(=O)C(C(c1ccc(OC)cc1)N1CCN(C)CC1)S2 (configuration not stated),-7,-5,-6
COc1ccc(C(CC(=O)NCc2cccc(C(F)(F)F)c2)c2c[nH]c3ccccc23)cc1 (configuration not stated),-3,-1,nt
CN1C(C)(C)CC(NC(=O)c2cc(F)c(-n3ccnc3-c3ccccc3)cc2F)CC1(C)C,nt,-14,11
CCCCCCCCS(=O)(=O)N1CCC2(CC1)NC(=O)c1cc(C)ccc1N2,-7,-10,3
CCn1c(SCC(=O)N2CCCC2)nc2cc(S(N)(=O)=O)ccc21,nt,-7,12
CCN(Cc1nc(COC)no1)C(=O)c1cc2ccccc2s1,-13,-9,2
CC(=O)OCC(=O)[C@@]1(O)CCC2C3C[C@H](C)C4=CC(=O)C=CC4(C)C3[C@@H](O)CC21C (some centres not stated),-4,-4,-9
COc1ccc(NC(=O)CSc2nnc(CNC(=O)c3cccs3)n2-c2ccccc2OC)cc1,-7,-5,8
COc1ccc2oc(=O)n(C3CCN(C(=O)CCSC)CC3)c2c1,-1,1,-9
O=C(c1ccccc1Cl)N1CCC(CN2C(=O)CSC2c2ccc(C(F)(F)F)cc2)CC1 (configuration not stated),-4,-3,-1
CCCOc1ccc(C2C(C(=O)OC)=C(C)N(C)C(C)=C2C(=O)OC)cc1,-7,-1,-5
CN(Cc1cccc(NC(=O)C(C)(C)C)c1)C(=O)C(F)(F)F,nt,-1,0
NC(=S)c1ccc(Br)cc1,nt,-8,-1
CO[C@H]1CN(c2nnnn2-c2ccc(-c3ccccc3)cc2)CC[C@H]1N,-9,-6,-1
CCOc1ccccc1N1CCN(C(=O)c2ccc(Cl)cc2)C(C)C1=O (configuration not stated),-6,-7,16
CCOCCOc1nc(-c2ccc(C(F)(F)F)cc2)n(-c2ccc(NC(=O)Cc3ccc(OC)cc3)cc2)n1,2,13,-3
Cc1cccc(C2c3cccn3-c3ccccc3N2C(=O)CN(C(=O)c2cccc(Br)c2)C2CC2)c1 (configuration not stated),-7,-15,-2
CCC(C(=O)N(CCCOC)CC(=O)N1CCc2sccc2C1c1ccc(Cl)cc1)c1ccccc1 (configuration not stated),-6,-9,-7
CCOC(=O)C1CCN(c2ncnc3[nH]ncc23)CC1,nt,-6,11
Cc1cccc(CS(=O)C(C)C(=O)Nc2ccccc2F)c1 (configuration not stated),nt,0,0
Cc1cn2c3c(=O)[nH]c(=O)n(C)c3nc2n1CCN1CCC(Cc2ccccc2)CC1,nt,-6,8
COCCn1c(-c2ccncc2)nn(CN2CCCC2c2ccc(OC)cc2OC)c1=S (configuration not stated),-1,0,4
O=C(Nc1nc(SCc2ccccc2)n[nH]1)c1ccccc1F,nt,6,4
CCOc1ccccc1C(=O)N1[C@@H](c2ccco2)[C@@H](C(=O)O)C[C@]12CCCCN(CCOC)C2=O,-4,0,3
COc1ccc(-n2nnc3c(N4CCN(C(=O)C(C)Oc5ccccc5)CC4)ncnc32)cc1 (configuration not stated),-4,-2,-12

Screening data from PubChem.
